# dFosB act = mouse delta FosB homodimer activation; activation, % at 25 µM; 340,000 compounds, 0.99% hits; P13346; AID 493131; purified delta FosB, TAMRA-CDK5 oligo fluorescence polarization; percent of positive-control signal above neutral wells;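 active means mean activation above about 17%, with every replicate also reaching it, limit read from the data, passing the limit was not always enough; inconclusive means only one of the two conditions met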;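 further: fluorescence polarization rise as delta FosB binds a TAMRA Cdk5 AP-1 oligo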
# Rtt109 HAT inh = blocks Candida albicans Rtt109/Vps75 acetyltransferase activity | purified Rtt109/Vps75, ThioGlo CoA-SH fluorescence, 4 h | inhibition, % at 34.9 µM | 330,000 compounds, 0.16% hits | AID 540336;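 active means inhibition of at least 50% in every replicate; inconclusive means best replicate reaches 50% inhibition but some replicates fall short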
# CDK5 inh = blocks human CDK5/p35 kinase activity; Q00535+Q15078; AID 488839; inhibition, % at 10 µM; Recombinant CDK5/p35, ADP-Glo luminescence, 60 min; 330,000 compounds, 0.01% hits;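 active means highest replicate inhibition of at least 50% and at least 75% of replicates reaching 50%; inconclusive means only one of the two criteria met; inactive means both criteria failed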;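 further: plate controls were DMSO neutral control for no effect and GW8510 at 10 µM for full effect; many of its hits are not listed in these tables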
# HTR5A ag = counter-screen for OPRM1-OPRD1 agonists: human HTR5A agonism | P47898 | HTR5A agonist assay, luminescence, cell-based | activation, % at 9.3 µM | 340,000 compounds, 0.61% hits | AID 504692; in the data active means activation mostly above about 9.5%, no sharp cut-off; inactive means mostly below about 7.6%;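 further: 0% = cells with vehicle only and 100% = reference agonist; strong numbers were not always called active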
# Target sequence (P47898 whole entry, looked up): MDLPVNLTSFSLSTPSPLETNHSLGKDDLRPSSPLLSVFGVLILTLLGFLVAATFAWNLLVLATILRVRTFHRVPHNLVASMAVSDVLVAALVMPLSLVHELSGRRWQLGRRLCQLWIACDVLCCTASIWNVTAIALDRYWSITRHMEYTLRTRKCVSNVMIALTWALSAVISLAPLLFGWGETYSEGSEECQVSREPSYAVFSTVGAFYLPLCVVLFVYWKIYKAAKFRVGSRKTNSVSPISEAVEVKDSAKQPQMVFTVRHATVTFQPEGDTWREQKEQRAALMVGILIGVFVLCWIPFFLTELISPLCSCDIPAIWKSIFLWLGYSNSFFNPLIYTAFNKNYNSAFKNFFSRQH
# cardiac RTF act = increases calcium sensitivity of human cardiac regulated thin filaments | IANBD-labeled TnC RTF fluorescence at EC20 calcium; 0% EC20 calcium, 100% full calcium | activation, % at 7.2 µM | 340,000 compounds, 0.24% hits | AID 493008;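 active means activation above the mean over all tested compounds plus 3 SD, cut at about 30% in these data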;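 further: rise in fluorescence read as greater calcium sensitivity of cardiac thin filaments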
# Wnt bcat act = activators of Wnt/beta-catenin signaling; activation, % at 9.35 µM; Wnt/beta-catenin reporter cell assay, activator, plate reader; 300,000 compounds, 1.2% hits; AID 743398; in the data active means activation above about 30%, passing the limit was not always enough; inconclusive means no clear call, values can overlap the other calls;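 further: 0% = neutral control wells and 100% = positive control wells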
# MITF act = activators of MITF-driven TRPM1 promoter activity in SK-MEL-5 cells. 300,000 compounds, 0.75% hits. SK-MEL-5 TRPM1-promoter luciferase, 24 h; % of positive control, neutral wells = 0. AID 588334. activation, % at 12.5 µM;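 active means mean activation of at least 80% with every replicate also reaching 80%; inconclusive means mean reaches 80% but some replicate falls short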;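 further: 0% = neutral control wells and 100% = parthenolide positive control wells; values of inactives mirror those of a sister screen read the other way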
# PvdQ acylase = P. aeruginosa PvdQ acylase inhibition | 340,000 compounds, 0.063% hits | purified PvdQ acylase, fluorescence plate reader | inhibition, % at 10 µM | AID 488965; in the data active means inhibition above about 30%, passing the limit was not always enough; inconclusive means no clear call, values can overlap the other calls;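 further: 0% = vehicle neutral wells and 100% = reference inhibitor wells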
# SR-BI HDL uptake = inhibitors of mouse SR-BI mediated HDL lipid uptake. Q61009. ldlA[mSR-BI] CHO cells, DiI-HDL uptake fluorescence, 3 h. inhibition, % at 12.5 µM. 320,000 compounds, 0.96% hits. AID 488896;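 active means mean replicate inhibition of at least 70% and a set share of replicates each scoring 70 or more; inconclusive means meets just one of the two criteria; inactive means fails both criteria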;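 further: 0% = median of neutral control wells and 100% = median of positive control wells; values of inactives mirror those of a sister screen read the other way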
# Target sequence (Q61009 whole entry, looked up): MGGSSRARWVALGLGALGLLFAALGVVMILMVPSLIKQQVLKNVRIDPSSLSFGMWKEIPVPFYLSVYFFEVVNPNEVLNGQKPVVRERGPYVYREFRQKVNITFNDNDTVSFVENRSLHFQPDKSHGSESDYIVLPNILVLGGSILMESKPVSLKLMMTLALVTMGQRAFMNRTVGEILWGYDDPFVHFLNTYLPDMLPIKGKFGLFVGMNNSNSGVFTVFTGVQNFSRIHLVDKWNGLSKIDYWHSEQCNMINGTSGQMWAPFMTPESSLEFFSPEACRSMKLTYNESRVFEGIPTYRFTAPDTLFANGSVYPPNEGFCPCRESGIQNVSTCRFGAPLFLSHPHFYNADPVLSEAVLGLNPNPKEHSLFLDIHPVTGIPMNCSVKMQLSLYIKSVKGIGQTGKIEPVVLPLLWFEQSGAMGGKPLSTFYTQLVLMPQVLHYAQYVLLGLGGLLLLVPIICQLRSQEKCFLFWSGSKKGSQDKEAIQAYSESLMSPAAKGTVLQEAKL
# SR-BI uptake up = enhances SR-BI lipid uptake from DiI-HDL; CHO ldlA[mSR-BI] cells, DiI-HDL uptake fluorescence, 3 h; 100 = double the neutral-control signal; activation, % at 12.5 µM; 320,000 compounds, 0.096% hits;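 active means mean replicate activation of at least 60% and every replicate at or above 60%; inconclusive means mean or all-replicate condition met, but not both; inactive means mean below 60% and not all replicates reaching 60%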;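 further: 0% = median plate neutral-control signal and 100% = twice that signal; values of inactives mirror those of a sister screen read the other way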
#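 Material: SR-BI-overexpressing, LDLR-lacking CHO cells; schedule: compound exposure 3 h, 37 °C; reagent: DiI-labelled HDL at 10 µg/mL final; technique: bottom-read fluorescence, 550/595 nm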
# Starred values were filed as active, the others as inactive; ? = inconclusive; . = no result given.
SMILES,dFosB act,Rtt109 HAT inh,CDK5 inh,HTR5A ag,cardiac RTF act,Wnt bcat act,MITF act,PvdQ acylase,SR-BI HDL uptake,SR-BI uptake up
COc1ccc(NC(=O)Cc2ccc(C)c(C)c2)cc1S(=O)(=O)N1CCCCC1,-6,4,-2.3,0,-1,-3,-22,-13,54,-54
CCOC(=O)C1=C(C)NC(=O)NC1c1ccc(NC(C)=O)cc1 (stereo not drawn),-1,11,5.4,-8,2,1,5,3,-2,2
CC(=O)Nc1cccc(NC(=O)CSc2ncc(-c3ccccc3)[nH]2)c1,-5,4,-1.9,-6,2,-1,18,-9,-4,4
Cc1ccc(Nc2nnc(SCC(=O)NCC3CCCO3)s2)cc1 (stereo not drawn),-6,-4,-0.5,-11,-2,4,4,-6,-22,22
CCOC(=O)c1sc2nc3c(cc2c1N)COC(C(C)C)C3 (stereo not drawn),-2,-2,0.0,-5,0,.,.,11,-6,6
Cc1cc(NCc2ccccc2)n2ncnc2n1,-2,-3,-3.0,3,-2,-1,.,2,-9,9
COc1ccc(C[C@H]2CN3C(=NC[C@@H]3C(C)C)N2C[C@H](C)NC(=O)c2ccc(C)c(Br)c2)cc1,0,24,1.5,-3,1,-10,17,-18,-4,4
CCOc1ccc(NC(=O)C2CCCN2C(=O)NC2CCCCC2)cc1 (stereo not drawn),-6,-9,-0.5,5,5,-1,-1,-15,-27,27
CC(NS(=O)(=O)c1ccc(F)cc1)C(=O)NCc1ccncc1 (stereo not drawn),8,-4,0.0,-3,9,.,2,-14,-10,10
O=C(COc1ccc(S(=O)(=O)N2CCOCC2)cc1)NCc1ccco1,2,-5,0.9,1,-1,-1,-1,-17,-11,11
COc1ccc(C2(C(=O)N3CCOCC3)CCOCC2)cc1OC,2,-9,-1.6,-6,0,-1,-3,-1,-11,11
Cc1cccc(NC(=O)C2CCN(S(=O)(=O)c3cccs3)CC2)n1,-4,21,-1.3,0,-1,.,-10,13,-5,5
O=c1[nH]c(C2CCN(S(=O)(=O)Cc3ccccc3)CC2)nc2c1nnn2Cc1ccccc1,-4,19,0.5,4,-8,-2,.,9,.,.
CC1CCCN(S(=O)(=O)c2ccc(C(=O)NC(C)c3ccccc3)cc2)C1 (stereo not drawn),-7,7,1.2,-4,-6,.,3,-2,49,-49
c1ccc2oc(-c3[nH]ncc3CN(Cc3ccncc3)CC3CCCO3)cc2c1 (stereo not drawn),0,-7,-0.1,0,-3,0,8,-6,5,-5
Cc1c(NC=C(C#N)C#N)c(=O)n(-c2ccccc2)n1C,-7,6,-1.1,-3,5,-1,21,-10,-18,18
O=C(Nc1ccc(F)c(Cl)c1)c1cc(-c2ccco2)on1,2,13,0.6,-2,-5,38*,22,7,12,-12
Cc1nn(CC(=O)OCCOc2ccc(Br)cc2)c(C)c1[N+](=O)[O-],-3,19,0.2,0,2,-2,-10,3,-19,19
O=C(CCc1c[nH]c2ccccc12)NC1CC1,-2,-13,-2.0,0,9,2,3,-15,-7,7
Cc1cnc(C(=O)Nc2cc(S(=O)(=O)N3CCOCC3)ccc2N2CCN(C)CC2)cn1,-2,-15,1.2,-1,3,1,-5,12,-25,25
Oc1ccc(N=Nc2ccc3c(c2)OCCO3)c2ncccc12,-10,-6,1.8,-15,-7,1,-72,-3,.,.
N/C(=N\NC(=O)c1cccs1)c1cc2cc(Cl)ccc2oc1=O,-4,5,1.1,-2,-7,16,4,0,24,-24
COc1ccc(/C=C2\SC(N3CCCCC3)=NC2=O)cc1OC,0,9,2.2,2,5,8,6,1,5,-5
CCSc1ccc(/C(N)=N/OC(=O)c2cccs2)cn1,-2,-2,-4.0,1,1,29,108*,-11,3,.
O/N=C/c1ccc2ccccc2c1,-5,-16,0.5,0,3,-2,11,1,-19,19

# Structures from the list above that have an aryl thioether with sulfur outside any ring:
SMILES,dFosB act,Rtt109 HAT inh,CDK5 inh,HTR5A ag,cardiac RTF act,Wnt bcat act,MITF act,PvdQ acylase,SR-BI HDL uptake,SR-BI uptake up
CC(=O)Nc1cccc(NC(=O)CSc2ncc(-c3ccccc3)[nH]2)c1,-5,4,-1.9,-6,2,-1,18,-9,-4,4
Cc1ccc(Nc2nnc(SCC(=O)NCC3CCCO3)s2)cc1 (stereo not drawn),-6,-4,-0.5,-11,-2,4,4,-6,-22,22
CCSc1ccc(/C(N)=N/OC(=O)c2cccs2)cn1,-2,-2,-4.0,1,1,29,108*,-11,3,.

# Returning to the listing; the 2 compounds before the break are reprinted first.
SMILES,dFosB act,Rtt109 HAT inh,CDK5 inh,HTR5A ag,cardiac RTF act,Wnt bcat act,MITF act,PvdQ acylase,SR-BI HDL uptake,SR-BI uptake up
CCSc1ccc(/C(N)=N/OC(=O)c2cccs2)cn1,-2,-2,-4.0,1,1,29,108*,-11,3,.
O/N=C/c1ccc2ccccc2c1,-5,-16,0.5,0,3,-2,11,1,-19,19
COC(=O)CSc1nnc(CNc2nc(-c3ccccc3)cs2)n1C,-6,14,1.4,3,2,.,.,-11,6,-6
Cc1ccc(C(=O)N/C(=C\c2ccco2)C(=O)N2CCOCC2)cc1C,0,-3,-0.8,-6,-1,-2,-3,-4,8,-8
COc1cc(-c2noc(C)c2-c2ccc(N(C)C)nc2)cc(OC)c1OC,-4,2,0.2,10,-7,-20,-59,-10,39,-39
O=C1C2ON(c3ccccc3)C(c3cccnc3)C2C(=O)N1c1ccccc1 (stereo not drawn),2,-18,-1.0,6,-3,2,-2,-9,-25,25
CCC(=O)Nc1nnc(Sc2ccc(N(C)C)cc2)s1,-1,-1,-0.1,4,-3,.,-3,-4,-2,2
NC(=S)Nc1cc2ccccc2c2ccccc12,-1,0,0.6,-1,6,3,1,-3,18,-18
O=C1CC(c2ccc(Cl)cc2)CC(O)=C1C=NCc1ccc(Cl)c(Cl)c1 (stereo not drawn),0,-10,0.6,8,0,-5,-2,-10,3,-3
CCSc1ccc(C(=O)NCC(=O)O)cc1,-3,4,-0.2,2,-3,-1,-1,-12,-17,17
COc1cc(NC(=O)Cc2cccs2)c(C(=O)O)cc1OC,-1,2,0.0,.,.,-2,-6,9,0,0
Cc1nc2ccccn2c1C(=O)N/N=C/c1cc(C)n(-c2ccc(Cl)cc2)c1C,5,8,0.2,0,4,.,.,-7,36,-36
COc1ccc(CN(C)C(=O)CCN2C(=O)c3ccccc3C2=O)c(OC)c1OC,-7,-2,-0.8,8,3,-2,-6,-16,-8,8
CC(C)c1ccc(NC(=O)NC2CCCCC2)cc1,-3,-6,1.6,1,4,24,53,-13,-7,7
NC(=O)[C@@H]1CCNc2c(I)cc([N+](=O)[O-])cc2C(=O)N[C@@H](CCC(=O)O)C(=O)N[C@@H](CO)C(=O)N1,-9,13,-1.1,0,-1,.,10,12,-3,6
Cc1cccc(Cn2c(=O)n(CCCC(=O)NCc3ccco3)c(=O)c3ccccc32)c1,-4,5,-0.8,0,11,.,-1,-5,30,-30
Cc1cc(C)c2c(N)c(S(=O)(=O)Cc3ccccc3)sc2n1,4,-10,0.0,-1,3,-1,-8,-16,4,-4
O=C(CSc1nc2nc(-c3cccs3)cc(C(F)(F)F)c2c(=O)[nH]1)C(F)(F)F,-6,-7,-0.7,4,-5,3,-8,-7,13,-13
COCCNC(=S)NN=C1CCCCCC1,0,0,-1.5,1,2,-1,1,3,-13,13
Oc1ccc(-c2[nH]ncc2-c2ccc(Cl)cc2)c(O)c1,-7,13,1.4,4,1,-3,.,-12,-21,21
Cc1cc(C(c2ccc(O)cc2)c2cc(C)c(O)cc2C)c(C)cc1O,6,0,0.3,1,-4,-1,.,-9,-8,8
COc1cccc(-n2nc3c(=O)n(Cc4ccccc4Cl)nc(C)c3c2C)c1,3,-5,-1.7,0,-5,-4,-13,0,-1,1
Cc1ccc2cc(CN(CC3CCCO3)C(=O)NC3CCCCC3)c(=O)[nH]c2c1C (stereo not drawn),-17,-13,0.1,0,4,.,-7,-2,-6,6
Cn1c(SCc2ccc(Cl)cc2)nnc1C1CC1,-4,2,-0.5,-3,-1,2,9,-10,-1,1
O=C(CCCCCn1c(=S)[nH]c2cc3c(cc2c1=O)OCO3)N1CCN(C2CCCCC2)CC1,-3,3,0.2,-5,-3,.,.,10,25,-25
Cc1ccc2[nH]c(-c3cccc(N)c3)cc2c1,2,6,-1.4,-1,-1,82*,70,-10,16,-16
COc1ccc(NC(=O)c2ccc(NC(=O)c3ccco3)cc2)c(OC)c1,-2,-5,0.1,-1,2,1,0,-12,82*,-82

# Some of these compounds in order of the MITF act value, high to low:
Molecule | dFosB act | Rtt109 HAT inh | CDK5 inh | cardiac RTF act | Wnt bcat act | MITF act | PvdQ acylase | SR-BI HDL uptake | SR-BI uptake up
CCSc1ccc(C(=O)NCC(=O)O)cc1 | -3 | 4 | -0.2 | -3 | -1 | -1 | -12 | -17 | 17
O=C1C2ON(c3ccccc3)C(c3cccnc3)C2C(=O)N1c1ccccc1 (stereo not drawn) | 2 | -18 | -1.0 | -3 | 2 | -2 | -9 | -25 | 25
COc1cc(NC(=O)Cc2cccs2)c(C(=O)O)cc1OC | -1 | 2 | 0.0 | . | -2 | -6 | 9 | 0 | 0

# Additional entries follow:
SMILES,dFosB act,Rtt109 HAT inh,CDK5 inh,HTR5A ag,cardiac RTF act,Wnt bcat act,MITF act,PvdQ acylase,SR-BI HDL uptake,SR-BI uptake up
CCOC(=O)Cn1c(=O)c2c(nc(N3CCOCC3)n2C)n(C)c1=O,-1,-3,0.6,7,2,-1,-2,3,-11,11
CC(=O)c1ccccc1NC(=O)Cn1c(=O)cnc2ccccc21,-3,.,-2.3,-5,-1,-6,-11,-11,-18,18
CC(C)N(Cc1cnn(C)c1)Cc1nc(-c2ccc(Cl)cc2)no1,0,-13,1.8,0,-3,-2,-12,-16,1,-1
N#C/C(=C(/O)c1cc2ccccc2o1)c1nc2ccccc2s1,-4,-2,-3.4,4,3,22,34,-6,-1,1
CCC(=O)Nc1ccc(C(=O)NNC(=O)c2cc(OC)c(OC)c(OC)c2)cc1,3,-1,-0.9,5,-6,0,-3,2,0,0
CCOC(=O)N1CCN(C(=O)C2CCN(S(=O)(=O)c3c(C)cc(C)cc3C)CC2)CC1,-7,0,6.1,3,-2,.,-2,8,15,-15
CC(C)CCN1C(=O)c2ccc(C(=O)N3CCCCC3)cc2C1=O,-9,?,-1.5,-4,-5,0,5,7,-9,9

# Structures from the list above that contain a COOH group, in the order listed:
SMILES,dFosB act,Rtt109 HAT inh,CDK5 inh,HTR5A ag,cardiac RTF act,Wnt bcat act,MITF act,PvdQ acylase,SR-BI HDL uptake,SR-BI uptake up
CCSc1ccc(C(=O)NCC(=O)O)cc1,-3,4,-0.2,2,-3,-1,-1,-12,-17,17
COc1cc(NC(=O)Cc2cccs2)c(C(=O)O)cc1OC,-1,2,0.0,.,.,-2,-6,9,0,0
NC(=O)[C@@H]1CCNc2c(I)cc([N+](=O)[O-])cc2C(=O)N[C@@H](CCC(=O)O)C(=O)N[C@@H](CO)C(=O)N1,-9,13,-1.1,0,-1,.,10,12,-3,6

# Bioassay records as filed in PubChem.
